Screening data deposited in PubChem by several laboratories.
Rab2A wt mod: changes GTP binding to wildtype dog Rab2A, up or down; P61105; GST-Rab2 wt beads, Bodipy-GTP binding, flow cytometry; GTP binding activity, % at 10 µM; 190,000 tested, 0.19% active;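 active = GTP binding activity at least 20 points away from 100%, either lowered or raised; inconclusive = signal likely due to the compound's own green fluorescence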;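 note: 0% = beads with excess unlabeled GTP and 100% = no-compound control corrected for plate trend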
Pf gamet viab: inhibitors of late stage P. falciparum gametocyte viability. P. falciparum stage V gametocytes, ATP luminescence, 24 h. inhibition, % at 10.9 µM. 150,000 tested, 0.065% active;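 active = inhibition above the mean plus 3 SD of compounds within the control limits, set per campaign, cut at about 38% in these data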;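 note: 0% = DMSO wells and 100% = medium only without gametocytes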
Mcl1 Noxa PPI: Mcl-1/Noxa interaction inhibition. Q07820. TR-FRET Mcl-1/Noxa peptide binding, 2 h. inhibition, % at 21.7 µM. 220,000 tested, 1.5% active;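 active = compounds that cut the protein-peptide binding signal by more than 50% relative to plate controls in a single-dose test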;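 note: His-tagged Mcl-1 with rhodamine Noxa BH3 peptide and terbium anti-His antibody; 0% = Mcl-1 plus Noxa peptide wells and 100% = peptide-only wells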
Target sequence (Q07820 whole entry, looked up): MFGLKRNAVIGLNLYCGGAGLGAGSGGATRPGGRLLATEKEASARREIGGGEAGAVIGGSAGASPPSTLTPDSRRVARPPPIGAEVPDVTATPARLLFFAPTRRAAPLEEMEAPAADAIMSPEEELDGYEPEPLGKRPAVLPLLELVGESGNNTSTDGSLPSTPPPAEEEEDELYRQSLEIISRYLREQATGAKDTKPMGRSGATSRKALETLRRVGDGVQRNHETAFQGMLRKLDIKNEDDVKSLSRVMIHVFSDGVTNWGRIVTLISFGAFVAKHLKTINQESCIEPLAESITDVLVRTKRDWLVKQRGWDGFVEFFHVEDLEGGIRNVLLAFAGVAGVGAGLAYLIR
Mcl1 Bid PPI: Mcl-1/Bid interaction inhibition. inhibition, % at 21.7 µM. 220,000 tested, 0.97% active. TR-FRET Mcl-1/Bid-Dy647 peptide binding, 1536-well. Q07820;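 active = compounds that cut the binding signal by more than half at the single screening dose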;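 note: His-tagged Mcl-1 with europium anti-His antibody binding Bid BH3 peptide; 0% = Mcl-1 plus peptide wells and 100% = peptide-only wells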
Cdc42 wt GTP: human Cdc42 wildtype GTP binding change, either direction; P60953; percent activity (GTP binding), % at 10 µM; 190,000 tested, 0.2% active; GST-Cdc42 beads, Bodipy-GTP binding, flow cytometry; actives lie on both sides;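 active = percent activity GTP binding at least 20 points away from the 100% baseline, either down as inhibitor or up as activator; inconclusive = compound flagged as likely green fluorescent from well-wide comparison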;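 note: median bead fluorescence of bound Bodipy-FL-GTP at 100 nM; 0% = excess unlabeled GTP control and 100% = no compound control; below 100% means less GTP binding so inhibitor and above means activator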
Target sequence (P60953 whole entry, looked up): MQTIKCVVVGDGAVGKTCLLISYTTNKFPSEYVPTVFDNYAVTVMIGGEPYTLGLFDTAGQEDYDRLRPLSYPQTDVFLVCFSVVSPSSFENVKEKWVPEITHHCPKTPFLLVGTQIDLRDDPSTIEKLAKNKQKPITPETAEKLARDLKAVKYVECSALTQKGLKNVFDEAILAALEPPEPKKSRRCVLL
Rab7 wt GTP bind: modulators of GTP binding to dog Rab7 wildtype GTPase; AID 758; 190,000 tested, 0.055% active; GST-Rab7 beads, fluorescent GTP binding, flow cytometry; actives lie on both sides; untreated = 100%, excess cold GTP = 0%; GTP binding activity (percent of control), % at 10 µM;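 active = fluorescent GTP binding to Rab7 beads changed by at least 20 points from the 100% baseline, either direction, mostly lower; inconclusive = compound itself probably fluorescent, or too few beads counted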;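 note: median green fluorescence of bound Bodipy-FL-GTP per Rab7 bead population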
Avidin fluor: avidin bead compound fluorescence profile; Avidin beads, compound fluorescence 488/530 nm, flow cytometry; active compounds read high; fluorescence (KMESF) at 10 µM; 220,000 tested, 0.38% active; in the data active = fluorescence above about 47; note: inactives centre near 10
Mcl-1 Bim block: human Bim-Mcl-1 interaction inhibition; Q07820; Bead-based flow cytometry, Bim peptide-Mcl-1 binding; inhibition, % at 10 µM; 190,000 tested, 0.1% active; in the data active = inhibition above about 40%;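 note: 0% = no compound tracer wells and 100% = peptide blocker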
Rac1 wt GTP bind: modulators of human Rac1 wildtype GTP binding; P63000; GST-Rac1 beads, fluorescent GTP binding, flow cytometry; actives lie on both sides; 0 = cold GTP competed, 100 = untreated; GTP binding activity (% of control), % at 10 µM; 190,000 tested, 0.27% active;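 active = GTP binding activity at least 20 points away from the 100% control level, either lower or higher; inconclusive = compound flagged as likely green fluorescent, judged across all proteins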
Rac1 mut GTP: alters GTP binding to activated mutant human Rac1 | GST-Rac1 activated beads, fluorescent GTP binding, flow cytometry; actives lie on both sides; 100% means binding = to untreated wells | 190,000 tested, 0.11% active | percent activity (GTP binding), % at 10 µM | P63000;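 active = GTP binding at least 20 percentage points away from the 100% baseline, in either direction, so actives lie on both sides; inconclusive = Compound likely fluorescent itself, or too few beads counted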
HRas wt GTP bind: human HRas wildtype GTP binding, change in either direction. GST-Ras wt beads, Bodipy-FL-GTP binding, flow cytometry; actives lie on both sides. 190,000 tested, 0.14% active. GTP binding activity, % at 10 µM;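 active = GTP binding activity at least 20% away from the 100% baseline, either lowered as inhibitor or raised as activator; inconclusive = flagged as likely green fluorescent, judged across all proteins in the well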;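 note: 0% = unlabeled GTP competition control and 100% = no-compound control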
Target sequence (P01112 whole entry, looked up): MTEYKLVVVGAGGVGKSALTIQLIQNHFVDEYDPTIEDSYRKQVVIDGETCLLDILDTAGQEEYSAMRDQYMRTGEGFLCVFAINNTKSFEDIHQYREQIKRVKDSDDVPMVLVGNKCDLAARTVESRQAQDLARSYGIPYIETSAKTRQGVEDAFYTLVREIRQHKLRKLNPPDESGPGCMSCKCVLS
* marks the source's active call; other numbers are inactive results; u = inconclusive; x = not tested or not shown.

compound,Rac1 mut GTP,Avidin fluor,Mcl1 Noxa PPI,Cdc42 wt GTP,HRas wt GTP bind,Pf gamet viab,Mcl1 Bid PPI,Mcl-1 Bim block,Rab2A wt mod,Rab7 wt GTP bind,Rac1 wt GTP bind
Nc1cc(S(=O)(=O)N2CCCCC2)ccc1Oc1ccccc1,93.0,8,-3.2,93.0,98.0,-1.7,-35.6,0.0,96.0,104.0,97.0
Cc1ccccc1Cn1cc(NC(=O)COc2ccccc2)cn1,96.0,3,2.3,95.0,97.0,2.0,-42.0,-6.0,97.0,97.0,94.0
COC(=O)c1cccc(-n2[nH]nnc2=S)c1,101.0,32,-0.4,103.0,102.0,x,-11.8,-2.0,102.0,101.0,104.0
CN1CCCN(C(=O)c2cc(=O)[nH]c3ccccc23)c2nc3ccccc3nc21,99.0,17,15.7,99.0,100.0,x,-4.8,-2.0,98.0,98.0,99.0
Cc1cc(C)n(CCCN2C(=O)c3cccc4cccc(c34)C2=O)n1,94.0,6,10.0,95.0,96.0,x,9.1,0.0,95.0,92.0,99.0
CN1CCN(C2=C(Cl)C(=O)N(c3ccc(Cl)c(Cl)c3)C2=O)CC1,96.0,13,x,99.0,96.0,x,-26.0,0.0,95.0,95.0,95.0
O=C(O)c1cc([N+](=O)[O-])ccc1N1CCC(Cc2ccccc2)CC1,94.0,20,21.7,95.0,96.0,3.2,-6.9,-1.0,95.0,96.0,97.0
Cc1cc(Nc2ccccc2C(=O)O)nc2nc3ccccc3c(=O)n12,102.0,26,9.0,104.0,101.0,-4.9,-17.9,0.0,100.0,99.0,104.0
CN(c1ccccc1C(N)=O)S(=O)(=O)c1ccccc1,99.0,38,3.0,105.0,102.0,1.0,-17.4,-4.0,99.0,100.0,111.0
C/C(=N/Oc1nc(C)cc(C)n1)c1ccc(F)cc1,100.0,15,18.4,103.0,104.0,x,-2.3,-4.0,102.0,95.0,99.0
C=C1CSc2nc(=O)c3c(C)c(C)sc3n21,u,12,-3.9,u,u,-13.4,-22.7,4.0,u,u,u
N#C/C(=C\c1cn(Cc2ccccc2F)c2ccccc12)C(=O)NCc1ccco1,102.0,14,22.6,101.0,102.0,-3.2,3.1,-3.0,102.0,98.0,105.0
CC(=O)c1cc(C#N)c(N(C)Cc2ccccc2)nc1C,90.0,10,12.7,95.0,96.0,-0.2,-0.4,1.0,93.0,99.0,95.0
O=S(=O)(c1cccc(C(F)(F)F)c1)N1CCC(O)(c2cccnc2)CC1,96.0,8,22.2,99.0,98.0,24.2,-46.3,-1.0,97.0,94.0,99.0
Cc1cc(NC(=O)CN2CCCCC2C)no1 (configuration not stated),96.0,35,-28.2,99.0,98.0,x,24.9,-1.0,96.0,98.0,97.0
CC(=O)N(CN1C(=O)c2ccccc2C1=O)c1cccc(C)c1,96.0,6,3.6,97.0,99.0,x,-9.7,-2.0,96.0,100.0,100.0
COc1cccc(N(C(=O)Cn2nnc(-c3cccs3)n2)C(C(=O)NC2CCCCC2)c2ccncc2)c1 (configuration not stated),99.0,29,-31.1,99.0,101.0,x,33.3,0.0,101.0,104.0,106.0
CCC(C)NC(=O)CCC(=O)NNc1nc2ccccc2c2nc(C)nn12 (configuration not stated),100.0,5,35.5,99.0,99.0,-0.5,-1.4,-4.0,98.0,101.0,103.0
Clc1ccc(-c2nnc(C3CCCCC3)o2)cc1,97.0,3,-1.7,98.0,98.0,17.5,-28.2,-1.0,97.0,94.0,99.0
CCC(C)c1ccc(O)c(N)c1 (configuration not stated),103.0,36,14.8,108.0,104.0,-24.2,-63.3,-5.0,105.0,100.0,106.0
COc1ccc(OC)c(C(c2nnnn2C(C)(C)C)N2CCc3ccccc3C2)c1 (configuration not stated),97.0,32,23.3,99.0,99.0,2.0,11.6,-3.0,96.0,96.0,97.0
COc1ccccc1CC(=O)NNS(=O)(=O)c1ccc([N+](=O)[O-])cc1,95.0,11,6.5,95.0,96.0,-13.6,-56.6,0.0,98.0,100.0,98.0
CC(C)C(c1nnnn1Cc1ccccc1)N(CCCO)Cc1cc2cc3c(cc2[nH]c1=O)OCO3 (configuration not stated),98.0,11,-11.1,98.0,101.0,22.1,-16.9,0.0,98.0,103.0,100.0
Cc1cc(C)n(CCC(=O)N/N=C/c2ccc(O)cc2)n1,99.0,24,-21.8,101.0,98.0,-8.8,-13.7,0.0,98.0,99.0,102.0
c1ccc(C2=NNC(=NCc3ccc4c(c3)OCO4)SC2)cc1,98.0,24,46.0,100.0,98.0,31.6,-11.1,-6.0,98.0,98.0,100.0
CCOc1ccc(Cc2n[nH]c(=S)n2Cc2ccccc2)cc1,93.0,7,23.4,94.0,97.0,1.9,-38.8,-3.0,96.0,101.0,99.0
Cc1c(N2C(=O)CSC23C(=O)Nc2ccccc23)c(=O)n(-c2ccccc2)n1C (configuration not stated),96.0,15,9.8,99.0,99.0,-18.3,-15.1,-3.0,98.0,99.0,95.0
C/C(=C\C(=O)N1CCc2ccccc21)C(=O)O,98.0,11,-2.5,100.0,101.0,2.5,-23.0,-1.0,101.0,103.0,104.0
Cc1ccc(NS(=O)(=O)c2cc(C(=O)OCC(=O)NCC3CCCO3)ccc2C)cc1 (configuration not stated),95.0,19,25.4,98.0,100.0,-5.8,-9.8,0.0,99.0,97.0,97.0
CC(Oc1ccc(F)cc1)C(O)CCN(C)C (configuration not stated),94.0,x,6.1,104.0,100.0,-21.1,-11.7,0.0,97.0,100.0,103.0
O=c1ccc(Cc2ccc(Cl)cc2)n[nH]1,97.0,9,12.6,101.0,103.0,-7.7,-20.3,0.0,103.0,111.0,106.0
CCOC(=O)c1c(-c2ccc(OC)cc2)nc2nonc2c1N,97.0,26,-9.9,104.0,98.0,x,0.0,-2.0,99.0,102.0,100.0
CCCS(=O)(=O)N1CCC(Cc2ccc(OC)cc2)(C(=O)OCC)CC1,95.0,10,-15.9,97.0,99.0,-23.8,-25.2,1.0,96.0,99.0,100.0
Cn1ccnc1SCC(=O)Nc1cc(C(F)(F)F)ccc1N1CCOCC1,102.0,7,17.1,104.0,102.0,x,-20.3,2.0,100.0,101.0,107.0
O=C(Oc1ccc2c(=O)c(Oc3ccc4ccccc4c3)coc2c1)c1cccnc1,102.0,4,35.7,98.0,96.0,12.5,-14.6,-1.0,97.0,103.0,105.0
CC(C)(C)OC(=O)NNC(=O)c1cccs1,96.0,10,6.2,96.0,93.0,x,-5.6,0.0,97.0,94.0,97.0
CCOC(=O)C1(O)CC(C)=NN1C(=O)c1cccc(Cl)c1 (configuration not stated),96.0,2,5.8,104.0,101.0,-5.9,-13.8,-1.0,100.0,98.0,104.0
CC(=O)N1CCCc2cc(S(=O)(=O)CCC(=O)N3CCN(c4ccccc4)CC3)ccc21,100.0,11,-5.3,103.0,102.0,x,-20.7,0.0,103.0,105.0,105.0
COc1ccc(CNC(=O)C/C(C)=N/NC(=O)COc2ccc(C)cc2Br)cc1,94.0,9,5.3,98.0,97.0,-1.5,-18.2,0.0,97.0,106.0,100.0
O=C(Oc1ccc2ccc(OC(=O)N3CCOCC3)cc2c1)N1CCOCC1,103.0,10,-6.2,105.0,105.0,x,-15.3,-2.0,104.0,102.0,110.0
COCCNC(=O)c1nc2ccccc2s1,100.0,3,8.1,96.0,99.0,14.3,-8.5,x,97.0,101.0,102.0
CCOC(=O)N1CCN(c2nc(C)cc(C(F)(F)F)n2)CC1,96.0,12,-5.0,98.0,97.0,x,-25.4,0.0,95.0,96.0,100.0
COC(=O)/C(=C\c1ccc(O)cc1)c1nc2ccccc2[nH]1,93.0,10,3.0,94.0,95.0,6.8,-4.0,0.0,96.0,95.0,95.0
O=c1nc(/C=C/c2cccn2-c2ccc([N+](=O)[O-])cc2)cc(C(F)(F)F)[nH]1,92.0,20,56.7*,88.0,91.0,8.8,-62.7,0.0,93.0,95.0,94.0
CN1C(=O)N(C)C2CC1N(C)C(=O)N2C,104.0,10,-27.6,106.0,108.0,-10.8,-21.6,-3.0,107.0,103.0,103.0
O=C1Nc2ccc(Cl)cc2/C1=C/C1CC=CCC1 (configuration not stated),96.0,4,9.7,97.0,96.0,x,1.8,-3.0,97.0,95.0,98.0
Cc1ccc(OCCn2c(C)c(/C=N/n3cnnc3)c3ccccc32)cc1,99.0,10,3.0,107.0,102.0,x,-10.9,-1.0,102.0,99.0,108.0
O=C(NNC(=O)c1cccc(Br)c1)C(=O)N1CCCCC1,98.0,4,-2.7,96.0,100.0,x,2.0,-4.0,96.0,96.0,101.0
CCOc1ccc(CCNC(=O)C(CC)n2nc(C)n3c(cc4sccc43)c2=O)cc1OCC (configuration not stated),99.0,16,-4.5,103.0,100.0,x,-19.6,-5.0,101.0,100.0,105.0
CCC(C)n1c(SCC(=O)/C(C#N)=C(\C)N)nc2ccccc2c1=O (configuration not stated),101.0,11,24.3,98.0,99.0,11.3,-22.4,-1.0,99.0,101.0,102.0
COc1ccc(-c2cc(C(F)F)n3ncc(C(=O)Nc4cccc(S(=O)(=O)N5CCOCC5)c4)c3n2)cc1,97.0,9,-16.7,95.0,98.0,6.9,-36.6,2.0,99.0,103.0,96.0
COc1ccc(C(=O)/C(C#N)=N/Nc2cccc([N+](=O)[O-])c2)cc1,92.0,10,13.5,94.0,98.0,-2.6,-32.2,0.0,96.0,99.0,100.0
COc1ccc(-n2c3c(cc(C(=O)NNc4ccccc4C)c2=O)C(=O)CC(C)(C)C3)cc1,92.0,8,10.8,95.0,98.0,12.8,-27.7,0.0,100.0,101.0,99.0
COc1ccc(-c2ccc(SCC(=O)c3cccs3)nn2)cc1,94.0,10,13.7,92.0,92.0,-15.5,-24.0,-1.0,90.0,93.0,90.0
CCSc1nc2c(c(=O)[nH]1)C(C(C)C)C(C#N)=C(N)O2 (configuration not stated),99.0,6,-3.1,103.0,100.0,x,-11.4,2.0,101.0,104.0,104.0
Cc1csc(NC(=O)c2cc3c(s2)CCCC3)n1,97.0,8,2.2,93.0,94.0,7.2,-13.7,-5.0,98.0,99.0,98.0
O=C(CSc1nnc(-c2cccnc2)n1Cc1ccco1)c1ccc(Cl)c(Cl)c1,97.0,11,7.3,96.0,96.0,-1.8,7.3,-2.0,94.0,94.0,94.0
Cc1cccc(NC(=S)N2CCN(S(=O)(=O)c3cccc(F)c3)CC2)c1,98.0,12,8.5,96.0,95.0,-6.8,-32.0,-1.0,96.0,94.0,100.0
S=c1[nH]nc(-c2ccc(Br)cc2)n1Cc1ccccc1,95.0,9,10.6,95.0,100.0,x,-32.4,-2.0,98.0,103.0,100.0
